# TMEM16A inh = TMEM16A chloride channel inhibitors, primary screen, cell-based, HTS; 310,000 tested, 1.2% active; normalized B-score (activity score, 25-100; higher = stronger inhibition) at 10 µM; Anoctamin-1 (Mus musculus), Q8BHY3; HEK293 TMEM16A/YFP iodide influx fluorescence, ionomycin; AID 588511, 2011;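 active = ratio plate-corrected score three or more library SD toward inhibition, starting fluorescence score within five deviations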;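 note: score derived from kinetic fluorescence span divided by baseline fluorescence per well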
# DYRK1A inh = rat Dyrk1A kinase inhibitors, primary screen, biochemical, single point, plate reader; Dual specificity tyrosine-phosphorylation-regulated kinase 1A (Rattus norvegicus), Q63470; ADP-Glo luminescence, NFATc1 peptide; inhibition, % at 12.5 µM; 310,000 tested, 0.43% active; in the data active = inhibition above about 50%;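 note: plate controls were vehicle with enzyme for no effect and no enzyme for full effect; many of its hits are not listed in these tables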
# TRPC4 act = activators of mouse TRPC4 channel, primary screen, Fluo4 calcium, HEK293 TRPC4beta/mu-opioid cells; Short transient receptor potential channel 4 (Mus musculus), Q9QUQ5; Fluo4 calcium fluorescence; stronger effect = higher value; B-score at 10 µM; 310,000 tested, 0.49% active; AID 2237, 2010;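 active = B-score above 5 SD of library B-scores, and initial fluorescence ratio not above library mean plus 5 SD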;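 note: positive B-score marks a calcium rise read as TRPC4 activation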
#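 Assay system: HEK293 cells stably co-expressing mouse TRPC4beta and mu-opioid receptor / Timing: Fluo4 dye loading 45 min at room temperature, 110 s recording / Signal: Fluo4 calcium-sensitive dye fluorescence, kinetic, 1 Hz baseline / Read-out: integrated baseline-normalised fluorescence ratio, converted to per-well B score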
# KCNK3 block = human KCNK3 channel inhibitors, primary screen, CHO cells, FluxOR thallium flux, B-score; FluxOR fluorescence; stronger effect = lower value; B-score at 10 µM; Potassium channel subfamily K member 3 (Homo sapiens), O14649; 340,000 tested, 0.84% active;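 active = B-score under library mean minus 4 SD, starting fluorescence ratio at most library mean plus 5 SD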;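 note: more negative B-score means stronger inhibition of thallium flux through KCNK3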
# hERG protect = hERG rescue from dofetilide block, primary screen, cell-based, CHO-hERG, FluxOR thallium flux, dofetilide IC70; dofetilide IC70 present; 310,000 tested, 0.51% active; Voltage-gated inwardly rectifying potassium channel KCNH2 (Homo sapiens), Q12809; activation (rescue from dofetilide block), less the hit threshold, % at 10 µM;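 active = activation above the mean of controls blocked by dofetilide plus 5 SD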;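 note: thallium influx through hERG after potassium depolarization seen as dye fluorescence rise; in these data hits start at about 4.7%; inactives centre near -7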
# KCNQ1 act = potentiators or activators of KCNQ1 channel, primary screen, cell-based, thallium flux, high-throughput; 310,000 tested, 0.35% active; B-score at 10 µM; CHO-K1 KCNQ1, thallium flux FluxOR fluorescence; stronger effect = higher value; Potassium voltage-gated channel subfamily KQT member 1 (Homo sapiens), P51787;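 active = fluorescence ratio B-score, a plate-corrected score, at least three library SD, with initial intensity B-score within 5 SD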
#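 Doses: Single concentration per compound, DMSO matched to controls | Test system: KCNQ1-transfected CHO-K1 cells | Timing: 90 min dye loading and 20 min compound exposure, both at room temperature | Measured by: Kinetic FluxOR thallium fluorescence, 10-s 1-Hz baseline, 110-s post-stimulus read | Medium: Assay buffer with matched DMSO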
# TRPC4 PAM = positive allosteric modulators of TRPC4, primary screen, cell-based, mouse TRPC4beta, HEK293 mu-opioid, Fluo-4 calcium. B-score at 10 µM. 310,000 tested, 0.42% active. DAMGO EC20, Fluo-4 Ca2+ flux; stronger effect = higher value. Short transient receptor potential channel 4 (Mus musculus), Q9QUQ5;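 active = B-score of calcium response area above 5 SD of library B-scores, with initial fluorescence ratio within 5 SD of library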;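 note: B-score of integrated fluorescence ratio over time as area under calcium response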
# KCNK9 inh = KCNK9 potassium channel inhibitors, primary screen, HEK293 cells, thallium flux. Potassium channel subfamily K member 9 (Homo sapiens), Q9NPC2. FluxOR thallium flux fluorescence; stronger effect = lower value. B-score at 10 µM. 310,000 tested, 1.2% active. AID 488922, 2010;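 active = ratio B-score over 3 SD below the library mean, with starting fluorescence within 5 SD of its mean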;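 note: negative B-score means less thallium flux so channel inhibition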
# Target sequence (Q9NPC2 whole entry, looked up): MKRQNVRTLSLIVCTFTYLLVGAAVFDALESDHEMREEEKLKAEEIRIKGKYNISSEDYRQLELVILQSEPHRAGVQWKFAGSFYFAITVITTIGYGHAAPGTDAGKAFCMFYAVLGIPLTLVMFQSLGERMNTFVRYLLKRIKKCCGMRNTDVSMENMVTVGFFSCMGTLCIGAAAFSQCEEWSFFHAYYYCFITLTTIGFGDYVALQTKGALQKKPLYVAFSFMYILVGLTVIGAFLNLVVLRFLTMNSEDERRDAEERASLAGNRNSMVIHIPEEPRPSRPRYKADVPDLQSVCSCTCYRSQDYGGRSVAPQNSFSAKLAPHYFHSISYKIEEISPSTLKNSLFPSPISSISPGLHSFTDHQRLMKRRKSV
# ANO1 activ = TMEM16A chloride channel activators or potentiators, primary screen, cell-based, HTS; HEK293 TMEM16A/YFP-H148Q/I152L, iodide quench fluorescence; stronger effect = lower value; B-score at 10 µM; Anoctamin-1 (Mus musculus), Q8BHY3; 340,000 tested, 0.3% active; AID 623877, 2012;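 active = fluorescence-ratio B-score plate-corrected deviation score at least 3 library SD below zero, with starting fluorescence score within 5 deviations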;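 note: channel opened by trigger with iodide after compound preincubation; score built on the fluorescence ratio of max minus min over baseline; more negative score means more quench and so TMEM16A activation or potentiation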
# HDAC3 inhib = HDAC3 deacetylase inhibitors, primary screen, biochemical, fluorescence, cell-free homogeneous; recombinant HDAC3, fluorogenic peptide/trypsin coupled; inhibition, % at 8.3 µM; 320,000 tested, 0.15% active; in the data active = inhibition above about 26%, passing the limit was not always enough; inconclusive = no clear call, values can overlap the other calls
# Target sequence (O15379 whole entry, looked up): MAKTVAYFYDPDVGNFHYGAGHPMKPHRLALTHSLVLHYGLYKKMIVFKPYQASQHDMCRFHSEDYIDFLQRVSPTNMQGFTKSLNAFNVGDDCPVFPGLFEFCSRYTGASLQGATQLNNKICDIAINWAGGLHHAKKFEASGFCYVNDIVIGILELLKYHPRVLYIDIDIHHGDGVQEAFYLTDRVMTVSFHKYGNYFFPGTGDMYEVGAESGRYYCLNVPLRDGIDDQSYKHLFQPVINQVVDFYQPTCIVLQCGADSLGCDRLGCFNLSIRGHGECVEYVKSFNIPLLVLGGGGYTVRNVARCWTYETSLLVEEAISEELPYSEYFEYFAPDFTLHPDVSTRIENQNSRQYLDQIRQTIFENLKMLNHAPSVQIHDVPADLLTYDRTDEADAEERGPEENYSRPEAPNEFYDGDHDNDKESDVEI
# KCNQ1 inh = inhibitors of human KCNQ1 channel, primary screen, cell-based, thallium flux, high-throughput; CHO-K1 KCNQ1, FluxOR thallium flux fluorescence; stronger effect = higher value; B-score at 10 µM; 310,000 tested, 1.3% active; AID 2642, 2010;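 active = compounds whose thallium flux B-score, printed positive for inhibition, exceeds three library SD while starting fluorescence stays within three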;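 note: channel opened by potassium depolarization with thallium stimulus after 20 min compound exposure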
# Active calls of the source: *; i = inactive; u = inconclusive; x = no result given.
mol	TMEM16A inh	DYRK1A inh	TRPC4 act	KCNK3 block	hERG protect	KCNQ1 act	TRPC4 PAM	KCNK9 inh	ANO1 activ	HDAC3 inhib	KCNQ1 inh
COc1ccc(NC(=O)COC(=O)/C=C/c2cnc3ccccc3n2)cc1	i	2	i	i	-9	i	i	i	i	4	i
CC1CCC/C(=N\NC(=S)NCc2ccccc2)C1 (stereo not given)	i	0	i	i	-5	i	i	i	i	-5	i
N/C(CC(=O)Nc1ccc(F)c(Cl)c1)=N\OC(=O)c1cccs1	i	-2	i	i	-4	i	i	i	i	3	i
CCOC(=O)c1c(C)nc2c(C)cccn12	i	2	i	i	-5	i	i	i	i	-5	i
Cc1ccc(S(=O)(=O)N(CC(O)CN2C(=O)NC(C)(C)C2=O)c2cccc(C)c2)cc1 (stereo not given)	i	3	i	i	-9	i	i	i	i	-4	i
COC(=O)C/C(C)=N/Nc1ccc(S(=O)(=O)N2CCCC2)cc1[N+](=O)[O-]	i	-2	i	i	-19	i	i	i	i	-2	i
CC1CCN(C(=O)C2CCC(CNc3c(N4CCCCC4)c(=O)c3=O)CC2)CC1 (stereo not given)	i	-1	i	i	-12	i	i	i	i	-4	i
O=C(Cn1c(=O)n(-c2cccc(Cl)c2)c(=O)n1CC(=O)N1CCCCC1)N1CCCCC1	i	-4	i	i	-6	i	i	i	i	-1	i
CC(C)(C)c1ccc(-n2ncc3c2CCCC3NC(=O)C2=NNC(=O)CC2)cc1 (stereo not given)	i	-5	i	i	-12	i	i	i	i	-1	i
CCOC(=O)N1CCN(C(=O)CSc2nnc(-c3cccs3)o2)CC1	i	8	i	i	-5	i	i	i	i	-10	i
CCOC(=O)C1(CCOc2ccccc2)CCN(Cc2ccc(O)c(OC)c2)CC1	i	x	i	i	-14	i	i	i	i	5	i
CCOc1ccc(C(=O)Nc2cc(-c3nc4ccccc4[nH]3)ccc2Cl)cc1[N+](=O)[O-]	i	-3	i	i	-9	i	i	i	i	u	i
Cc1c(/C=C/C(=O)c2ccc(Cl)s2)cnn1C	i	-1	i	i	-11	i	i	i	i	2	i
O=C(CSc1nccn(-c2ccc(Br)cc2)c1=O)Nc1ccccc1F	i	8	i	i	-4	i	i	i	i	x	i
Cc1ccc2nc3c(cc2c1)c(NC(=O)c1cccnc1)nn3C	i	-3	i	i	-8	i	i	i	i	1	i
COc1ccccc1CC(=O)Nc1ccc(S(=O)(=O)N2CCOCC2)cc1	i	6	i	i	-9	i	i	i	i	0	i
CCOC(=O)/C(C(=O)Nc1ccccc1Cl)=C1/NC(C)(C)Cc2ccccc21	i	0	i	-9.1*	-7	i	i	-10*	i	5	i
O=C(Nc1cccc2ccccc12)/C(=C\c1cccc([N+](=O)[O-])c1)NC(=O)c1cccs1	i	-15	i	i	-11	i	i	i	i	4	i
O=C(Nc1ccc(C(=O)O)cc1)/C(=C\c1ccc2c(c1)OCO2)NC(=O)c1ccccc1	i	0	i	i	-10	i	i	i	i	7	i
C(=N\N1CCN(Cc2cccc3ccccc23)CC1)/c1cccnc1	i	8	i	i	-8	i	i	i	i	5	i
S=C(NCCC(c1ccccc1)c1ccccc1)Nc1cccc(Cl)c1	i	7	i	i	-8	i	i	i	i	-1	9*
CC1(/[N+]([O-])=C/c2ccccc2F)CCCCC1=O (stereo not given)	i	-8	i	i	-15	i	i	i	i	-1	i
COc1ccc(C(=O)NCCS(=O)(=O)NCc2cccnc2)cc1	i	-2	i	i	-11	i	i	i	i	4	i
CCC1C(=O)CC(c2ccccc2)NC1c1ccccc1 (stereo not given)	i	-7	i	i	-5	i	i	-6.6*	i	2	i
O=C(COc1ccc(Br)cc1F)N1CCN(c2ncccn2)CC1	i	-4	i	i	-10	i	i	i	i	6	i
COc1cc(/C=N/Nc2nc(C)cc(C)n2)ccc1OC(=O)c1ccco1	i	-7	i	i	-3	i	i	i	i	5	i
O=S(=O)(c1ccc(F)cc1)N1CN(Cc2ccco2)c2nc3ccccc3nc21	i	6	i	i	2	i	i	i	i	-2	i
O=C(CSc1ncnc2ccccc12)Nc1ccc(N2CCOCC2)cc1	x	x	i	x	-8	i	i	i	x	x	i
NC(=O)Cn1cc(/C=N\NS(=O)(=O)c2ccc(Cl)cc2)c2ccccc21	i	9	i	i	-1	i	i	i	i	1	i
O=C(COC(=O)c1ncc(Cl)c(Cl)c1Cl)NC1CCS(=O)(=O)C1 (stereo not given)	i	-5	i	i	-10	i	i	i	i	0	i
CSc1ccccc1NC(=O)CSc1nnnn1-c1ccccc1SC	i	9	i	i	-14	i	i	i	i	4	i
Cc1ccccc1OCCC(=O)Nc1ccc2c(C)cc(=O)oc2c1	i	1	i	i	-7	i	i	i	i	-19	i
COc1ccccc1NC(=S)Nc1cccc2cnccc12	i	37	i	i	-9	i	i	i	i	4	i
O=C(Nc1ccccc1C(=O)NCc1ccco1)c1ccco1	i	-8	i	i	-11	i	i	i	i	1	i
O=C(OCc1c(F)cccc1Cl)c1cnc2ccccc2n1	i	4	i	i	-6	i	i	i	i	-5	i
CC1CCN(S(=O)(=O)c2ccc3c(c2)c(=O)c(C(=O)NCc2ccco2)cn3C)CC1	i	-2	i	i	-7	i	i	i	i	4	i
CCc1cccc(C)c1NC(=O)C1=C(C(=O)O)CCCC1	i	-1	i	i	-1	i	i	i	i	4	i
O=C(O)c1cc(N/N=C/C=C/c2ccccc2)ccc1Cl	i	x	i	i	-18	i	i	i	i	-11	i
CCc1ccc(NC(=O)C(C)OC(=O)c2ccc(N3CCCC3)c([N+](=O)[O-])c2)cc1 (stereo not given)	i	5	i	i	-12	i	i	i	i	-14	i
Cc1ccc(C)c(NC(=O)CN2C(=O)CNC2=O)c1	i	0	i	i	-8	i	i	i	i	-1	i

# Records above that bear a hit mark in KCNK3 block:
SMILES | DYRK1A inh | KCNK3 block | KCNQ1 act | TRPC4 PAM | KCNK9 inh | ANO1 activ | HDAC3 inhib | KCNQ1 inh
CCOC(=O)/C(C(=O)Nc1ccccc1Cl)=C1/NC(C)(C)Cc2ccccc21 | 0 | -9.1* | i | i | -10* | i | 5 | i

# Carrying on.
mol	TMEM16A inh	DYRK1A inh	TRPC4 act	KCNK3 block	hERG protect	KCNQ1 act	TRPC4 PAM	KCNK9 inh	ANO1 activ	HDAC3 inhib	KCNQ1 inh
CC(C)[C@H](NC(=O)OCc1ccccc1)C(=O)OCc1ccccc1	i	1	i	i	-6	i	i	i	i	-2	i
COc1ccc(C2c3ccc(O)cc3Oc3ncn4nc(-c5ccncc5)nc4c32)cc1OC (stereo not given)	i	1	i	-8.7*	-12	i	i	i	i	-2	i
O=C(Cn1nnc2ccccc2c1=O)Nc1ccc(S(=O)(=O)N2CCOCC2)cc1	i	9	i	i	-11	i	i	i	i	-7	i
Cc1cccc(COc2coc(CN3CCN(C(=O)c4ccco4)CC3)cc2=O)c1	i	-3	i	i	-10	i	i	i	i	x	i
CCN1CCN(C(=O)CN(c2ccc(C)cc2)S(C)(=O)=O)CC1	i	1	i	i	-11	i	i	i	i	-2	i
COc1cc2c(cc1OC)CN(C(=O)c1cc(=O)c3ccccc3o1)CC2	i	7	i	i	-6	i	i	i	i	9	i
C=CCOc1c(Br)cc(CNn2nnnc2N)cc1OC	i	2	i	i	-6	i	i	i	i	4	i
COc1ccc(C(c2nnnn2Cc2cccs2)N2CCN(c3ccccc3)CC2)cc1OC (stereo not given)	i	-4	i	i	-11	i	i	i	i	-3	i
CC(C)C(C(=O)NC1=NCCS1)c1ccc(Cl)cc1 (stereo not given)	i	10	i	i	0	i	i	i	i	-1	i
COc1ccc(C(C(=O)NC2CCCCC2)N(C(=O)c2ccccn2)c2cccnc2)cc1 (stereo not given)	i	-8	i	i	-11	i	i	i	i	11	i
Cc1ccnc(NC(=O)COC(=O)c2ccc(F)cc2F)n1	i	-3	i	i	-8	i	i	i	i	-4	i
O=c1c2ccccc2nc2n1CCCN2	i	4	i	i	-4	i	i	i	i	-23	i
Nc1ccccc1Sc1cc(Cl)nnc1Cl	i	1	i	i	-6	i	i	i	i	0	i
O=C(NCCN1C(=O)S/C(=C\c2ccc(Cl)c([N+](=O)[O-])c2)C1=O)C1=COCCO1	i	7	i	i	-13	i	i	i	i	5	i
CCn1c(=O)cc(SCC(=O)NCCC2=CCCCC2)c2ccccc21	i	2	i	i	-13	i	i	i	i	-9	i
COc1nccnc1NS(=O)(=O)c1ccc(NC(=S)NC(=O)c2cccc(F)c2)cc1	i	x	i	i	-1	i	i	i	i	11	i
COc1cccc(-c2nnc(SCC(=O)OC(C)C)n2Cc2ccco2)c1	i	2	i	i	-5	i	i	i	i	-2	i
COc1ccccc1Oc1ccc(NC(=O)Cc2ccccc2)cc1	i	x	i	i	-10	i	i	i	i	-8	i

# One compound at a time, as listed above. Screens in order: TMEM16A inh	DYRK1A inh	TRPC4 act	KCNK3 block	hERG protect	KCNQ1 act	TRPC4 PAM	KCNK9 inh	ANO1 activ	HDAC3 inhib	KCNQ1 inh
# `COc1ccccc1NC(=S)Nc1cccc2cnccc12` as listed: i	37	i	i	-9	i	i	i	i	4	i
# `COc1ccc(C2c3ccc(O)cc3Oc3ncn4nc(-c5ccncc5)nc4c32)cc1OC` (stereo not given) as listed: i	1	i	-8.7*	-12	i	i	i	i	-2	i
# `O=C(NCCN1C(=O)S/C(=C\c2ccc(Cl)c([N+](=O)[O-])c2)C1=O)C1=COCCO1` as listed: i	7	i	i	-13	i	i	i	i	5	i

# Bioassay records deposited in PubChem BioAssay by several laboratories.

# An excerpt; count on the stated rates, not on these rows.
